# Compound activity: PubChem, several laboratories
# CAL PDZ FP-1 – inhibitors of human CAL PDZ peptide binding; 330,000 tested, 0.02% active; AID 504414; inhibition, % at 20 µM; purified CAL PDZ, TMR-peptide fluorescence polarization, 1 h;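 active means highest replicate inhibition of at least 40%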;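 further: plate controls were DMSO neutral control wells for no effect and unlabeled competitor peptide control wells for full effect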
#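 System: tagged CAL PDZ domain. Schedule: 1 h room-temperature incubation prior to read. Signal: fluorescence polarization (mP). Measure: percent inhibition from loss of millipolarization.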
# E coli growth – counter-screen for AddAB inhibitors: E. coli growth inhibition | E. coli V3065 growth, OD600 absorbance, 18 h | 330,000 tested, 0.27% active | inhibition, % at 11.9 µM;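 active means inhibition above the campaign's mean inhibition across all tested compounds plus 3 SD, cut at about 9.9% in these data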;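 further: uninfected addAB+ strain grown without phage in ampicillin broth; 0% = DMSO wells and 100% = ciprofloxacin 0.95 µg/ml wells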
# SR-BI uptake up – activators of SR-BI mediated HDL lipid uptake; AID 504775; 320,000 tested, 0.096% active; activation, % at 12.5 µM; CHO ldlA[mSR-BI] cells, DiI-HDL uptake fluorescence, 3 h; 100 = double the neutral-control signal;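 active means mean replicate activation of at least 60% and every replicate at or above 60%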;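 further: 0% = median plate neutral-control signal and 100% = twice that signal; values of inactives mirror those of a sister screen read the other way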
#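 Test system: SR-BI-overexpressing, LDLR-lacking CHO cells; Also added: labelled HDL, 10 µg/mL; Measured by: bottom-read cell fluorescence after medium removal, ex 550/em 595 nm; Timing: 3 h uptake period with compound, 37 °C; Buffer or medium: F12, 0.5% BSA, 25 mM HEPES; Doses: single compound concentration, delivered by pin transfer.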
# Tat transport – inhibitors of E. coli Tat protein transport; 340,000 tested, 0.036% active; AID 488895; inhibition, % at 10 µM; E. coli MC4100 TorA-mCherry Tat export, fluorescence;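 active means mean replicate inhibition at least 50% and at least half of replicates individually reaching 50%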;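 further: exported cargo escapes ClpAP degradation while cytoplasmic cargo is degraded and loses fluorescence; 0% = median of neutral control wells and 100% = median of NaSCN control wells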
# Wnt act – activators of Wnt/beta-catenin signaling | 300,000 tested, 1.2% active | activation, % at 9.35 µM | Wnt/beta-catenin reporter cell assay, activator, plate reader; in the data active means activation above about 30%, passing the limit was not always enough;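 further: 0% = neutral control wells and 100% = positive control wells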
# SR-BI HDL uptake – mouse SR-BI HDL lipid transfer inhibition; Q61009; ldlA[mSR-BI] CHO cells, DiI-HDL uptake fluorescence, 3 h; inhibition, % at 12.5 µM; 320,000 tested, 0.96% active; AID 488896;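 active means mean replicate inhibition of at least 70% and a set share of replicates each scoring 70 or more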;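 further: 0% = median of neutral control wells and 100% = median of positive control wells; values of inactives mirror those of a sister screen read the other way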
# Target sequence (Q61009 whole entry, looked up): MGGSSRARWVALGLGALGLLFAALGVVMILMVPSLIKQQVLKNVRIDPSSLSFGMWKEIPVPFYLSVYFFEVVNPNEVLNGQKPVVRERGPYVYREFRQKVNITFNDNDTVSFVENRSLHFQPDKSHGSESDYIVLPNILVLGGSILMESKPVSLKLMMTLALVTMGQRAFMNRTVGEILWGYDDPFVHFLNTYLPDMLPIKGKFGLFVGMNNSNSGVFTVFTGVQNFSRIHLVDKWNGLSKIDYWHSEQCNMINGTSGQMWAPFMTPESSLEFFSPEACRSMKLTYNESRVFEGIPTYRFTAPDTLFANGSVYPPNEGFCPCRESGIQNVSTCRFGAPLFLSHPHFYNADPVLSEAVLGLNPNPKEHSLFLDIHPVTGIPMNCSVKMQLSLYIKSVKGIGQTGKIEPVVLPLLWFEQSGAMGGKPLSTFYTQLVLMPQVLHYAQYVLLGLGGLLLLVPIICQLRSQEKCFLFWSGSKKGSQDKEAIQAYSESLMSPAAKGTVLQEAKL
# AddAB inh – less growth of phage-infected E. coli with AddAB; E. coli expressing H. pylori AddAB, absorbance growth; inhibition, % at 11.9 µM; 330,000 tested, 0.29% active; AID 435030; in the data active means inhibition above about 12%;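 further: 0% = vehicle wells of infected cells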
# MITF act – MITF TRPM1 promoter activation in melanoma cells. SK-MEL-5 TRPM1-promoter luciferase, 24 h; % of positive control, neutral wells = 0. activation, % at 12.5 µM. 300,000 tested, 0.75% active. AID 588334;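 active means mean activation of at least 80% with every replicate also reaching 80%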;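 further: 0% = neutral control wells and 100% = parthenolide positive control wells; values of inactives mirror those of a sister screen read the other way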
# phage Ecoli inh – E. coli growth loss with phage present | growth absorbance | inhibition, % at 11.9 µM | 360,000 tested, 0.26% active; in the data active means inhibition above about 11%
# CAL PDZ FP-2 – CAL PDZ (human) peptide binding inhibition; Q9HD26; purified CAL PDZ, TMR-peptide fluorescence polarization, 1 h; inhibition, % at 24.9 µM; 300,000 tested, 0.92% active; AID 602252;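 active means mean inhibition of at least 30% with at least half of replicates also reaching 30%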;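 further: 0% = DMSO neutral control and 100% = excess unlabeled competitor peptide PRC23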
# The depositor's hits bear a star; . = no result given.
SMILES,CAL PDZ FP-1,E coli growth,SR-BI uptake up,Tat transport,Wnt act,SR-BI HDL uptake,AddAB inh,MITF act,phage Ecoli inh,CAL PDZ FP-2
CCN(CC)c1ccc(/C=N/NC(=O)Cc2ccc(OC)c(OC)c2)cc1,0.3,-1.4,-22,1,-3,22,-1.3,6,-0.8,4
Cn1c(CN2CCOCC2)nc2cc(NC(=O)COc3ccccc3)ccc21,-0.1,-2.5,1,-10,-3,-1,-1.1,3,1.4,4
COc1ccc(/C=C2/Sc3ccc(C(=O)N4CCc5ccccc5C4)cc3NC2=O)cc1,-0.6,-3.1,11,-9,-1,-11,1.2,0,2.7,-1
Cc1cccc(N2C(=O)C(O)=C(C(=O)c3cccs3)C2c2cccc(Oc3ccccc3)c2)n1 (centres undefined),-1.1,1.8,-4,11,7,4,0.6,.,2.4,.
CCN1CCN(C(c2cc(OC)c(OC)c(OC)c2)c2nnnn2C(C)C)CC1 (centres undefined),-0.8,0.6,5,2,-3,-5,3.2,1,4.1,-2
CCCNC(=O)CN(C)S(=O)(=O)c1ccc(F)cc1,-1.0,2.2,19,-2,.,-19,1.2,11,2.0,-4
COc1ccc(NC(=O)c2ccc3snnc3c2)cc1,-1.0,-0.2,-15,6,.,15,2.0,62,2.1,0
CC(=O)N1CC(=O)N(c2ccccc2)C1=O,.,0.9,11,-11,0,-11,3.5,-10,9.8,-4
Cc1cc2nnc(SCc3ccccc3)n2c(N)n1,.,1.4,17,1,.,-17,2.1,17,2.8,-2
COCCCNC(=O)CSc1nc2ccccc2c(=O)n1CCC(=O)NCCc1ccc(OC)c(OC)c1,-1.4,-0.5,-16,4,-2,16,0.1,5,-3.5,-4

# Pulled by compound from above (two):
SMILES,CAL PDZ FP-1,E coli growth,SR-BI uptake up,Tat transport,Wnt act,SR-BI HDL uptake,AddAB inh,MITF act,phage Ecoli inh,CAL PDZ FP-2
Cc1cc2nnc(SCc3ccccc3)n2c(N)n1,.,1.4,17,1,.,-17,2.1,17,2.8,-2
Cn1c(CN2CCOCC2)nc2cc(NC(=O)COc3ccccc3)ccc21,-0.1,-2.5,1,-10,-3,-1,-1.1,3,1.4,4

# More structures.
SMILES,CAL PDZ FP-1,E coli growth,SR-BI uptake up,Tat transport,Wnt act,SR-BI HDL uptake,AddAB inh,MITF act,phage Ecoli inh,CAL PDZ FP-2
Cn1c(NC(=O)/C=C/c2ccc(Cl)c(Cl)c2)cc(=O)n(C)c1=O,-0.8,0.3,-2,-1,.,2,3.4,53,1.7,-3
Cc1ccc(NC(=O)c2oc3ccc(S(=O)(=O)N4CCOCC4)cc3c2C)c(C)c1,-1.3,2.9,-62,-11,0,62,0.8,5,4.3,.
Cc1cc2c(cc1S(=O)(=O)N1CCN(c3ccc(Cl)cc3)CC1)OCCN2C,0.3,0.9,-21,3,-3,21,0.3,.,3.1,-3
COc1cc2c(c(OC)c1OC)-c1c(cc3c(c1OC)OCO3)C[C@H](C)[C@@](C)(O)C2,-1.2,2.7,12,-2,0,-12,-1.4,1,3.9,-6
Cc1c(-n2cccc2C=O)cccc1[N+](=O)[O-],-0.7,0.8,1,-12,0,-1,0.4,3,1.2,-2
CCCCc1ccc(NC(=O)CN2NS(=O)(=O)c3ccccc3C2=O)cc1,-4.3,-0.7,-22,1,.,22,4.6,.,3.4,-4
CCCOc1ccc(C(F)(F)F)cc1NS(=O)(=O)c1ccc(Cl)nc1,-1.4,.,32,-2,-4,-32,.,-1,3.8,-1
CCOc1cc(/C=N/Nc2nnc(C)n2N)ccc1O,-0.4,6.9,15,-15,3,-15,10,.,3.1,5
COc1cccc(C(=O)Nc2cccc3c2ccc2cccn23)c1,-1.0,-0.2,-17,-4,-1,17,-0.4,8,1.1,-4
CCN(C(=O)COC(=O)c1ccccc1SCC(=O)N1CCCC1)C1CCS(=O)(=O)C1 (centres undefined),-1.6,2.1,-6,0,1,6,-0.7,-6,-1.3,-2
O=C(Nc1ccc(N2CCN(C(=O)c3ccccc3F)CC2)cc1)c1cncc(Br)c1,-1.6,-2.2,-46,-4,-4,46,3.9,-3,0.7,-3
Cc1ccc([N+](=O)[O-])cc1S(=O)(=O)Nc1ccc(O)c(Sc2ncn[nH]2)c1,0.4,0.7,4,-5,-2,-4,0.8,-7,-1.2,-4
COC(=O)c1sccc1NC(=O)Nc1ccc(C)cc1C,9.0,0.0,-25,5,1,25,1.4,13,4.0,-11
CCOC(=O)CN1N=C(c2ccc(Cl)s2)CSC1=O,-1.7,2.4,-1,2,-6,1,5.6,6,2.8,-3
CC(C)(C)c1ccc(Oc2ccc(NC(=O)c3ccccc3C(=O)O)cn2)cc1,.,1.8,.,.,2,.,3.0,.,2.3,.
Cc1ccccc1CCN(C(=O)c1csnn1)C(C(=O)NC1CCCC1)c1ccco1 (centres undefined),-3.5,-3.1,-21,-3,-1,21,-2.0,0,1.7,-1
COc1ccc(C)cc1CN(C)c1ccc(S(=O)(=O)N2CCN(C)CC2)cn1,-1.8,.,2,15,-6,-2,.,-13,4.0,-2
Cc1ccc(OCCn2cc(/C(N)=N/O)c3ccccc32)cc1C,0.0,-1.0,-22,23,-5,22,3.1,.,6.5,-1
CCc1ccc(NC(=O)N2CCN(C(=O)C3CCCO3)CC2)cc1 (centres undefined),-2.2,2.6,-3,-1,3,3,1.4,0,0.2,-1
NC(=O)C1CCN(CC(=O)Nc2ccccn2)CC1,-0.1,0.2,-5,7,.,5,2.7,3,-0.5,1
CCOc1ccc(S(=O)(=O)NCCC(=O)N(C)Cc2cccs2)cc1,-0.1,-0.7,17,1,2,-17,-4.4,1,0.9,-2
Cn1c(=O)cc(SCC(=O)NCCCN2CCOCC2)c2ccccc21,-0.8,-0.5,18,-5,.,-18,1.6,-4,3.2,1
COC(=O)c1sccc1NC(=O)CC1C(=O)NCCN1C(=O)c1c(F)cccc1Cl (centres undefined),-0.6,-0.8,-8,-9,5,8,-0.1,5,1.0,-2
Cc1ccc2c(c1)N(CC(=O)NCc1ccco1)C(=O)C(C(C)C)O2 (centres undefined),-3.5,-0.6,13,-1,0,-13,-1.0,1,4.6,-9
O=C(N/N=C/c1ccc(F)cc1)c1cc(-c2ccco2)nc2ccccc12,.,-0.9,-59,3,0,59,3.6,-19,0.8,-7
CCN(CC)C(=O)c1sc(NC(=O)c2ccoc2C)c(C(=O)OC)c1C,-0.6,2.4,-34,12,.,34,6.1,-3,1.0,0
CN(C(=O)c1cccc(NC(=O)Cc2ccc(NC(=O)C3CCCN(C(=O)C4CCC4)C3)cc2)c1)C1CCCC1 (centres undefined),-0.1,.,-69,0,0,69,.,-3,2.7,0
COCc1cc(Sc2ccc(OC)cc2)nc(-c2ccccc2)n1,-0.1,-2.1,-52,7,-2,52,0.8,-10,3.2,9
CCOc1ccc(NC(=O)n2ncc3c(C)cccc32)cc1,-0.7,-1.7,13,-1,23,-13,3.5,65,-0.6,-7
Cn1c(=O)c2c(nc(CN3CCN(c4cccc(Cl)c4)CC3)n2CCc2ccccc2)n(C)c1=O,-0.4,-0.5,3,12,.,-3,1.1,6,1.5,3
CSc1sccc1/C=N/O,-0.4,-0.7,3,2,1,-3,2.3,0,-0.2,-5
CC(C)c1nccn1S(=O)(=O)c1cccc([N+](=O)[O-])c1,-0.5,-0.3,18,1,5,-18,5.0,-2,2.1,-3
O=C(O)CCC(=O)Nc1ccc(Oc2ncnc3cc(Cl)ccc23)nc1,.,-0.5,.,.,0,.,2.1,.,0.8,.
COc1ccc(N(C(=O)c2csnn2)C(C(=O)NC2CCCC2)c2cccs2)cc1 (centres undefined),-0.1,0.7,-3,-6,2,3,-0.1,0,0.6,44*
CC1(C)CC2CC(C)(CN2S(=O)(=O)c2ccc(N)cc2)C1 (centres undefined),-0.3,-0.2,-3,1,-3,3,1.1,.,3.0,-3
Cc1nn(C)c(C)c1C1C(C#N)=C(N)OC2=C1C(=O)CC(C)(C)C2 (centres undefined),-0.6,-1.5,-1,-2,-2,1,2.3,24,5.8,2
CN(C)S(=O)(=O)c1ccc(C(=O)OCC(=O)NC(=O)NCc2ccccc2)cc1,-1.7,-1.8,8,-6,-6,-8,-1.4,4,3.5,-2
CC1(C)CC(=O)C2=C(C1)NC(SCC(=O)Nc1ccccc1)=C(C#N)C2c1ccco1 (centres undefined),-2.8,0.8,-24,4,.,24,0.0,17,-0.2,1
CC(=O)Nc1cccc(N/C(N)=N/c2nc(C)cc(C)n2)c1,-0.8,2.0,10,-6,-5,-10,2.8,13,3.9,-1
Cn1c(=O)c2c(SCc3ccccn3)nc(C3CC3)nc2n(C)c1=O,-1.2,1.0,24,-8,-1,-24,-1.6,47,1.7,-7
CC(=O)c1ccc(NC(=O)N2CCN(c3ccc(C)cc3)C(C)C2)cc1 (centres undefined),-0.9,-1.2,-28,-1,-2,28,-0.2,-3,2.2,.
O=C(NC1CCCCC1)C(c1ccccc1)N(C(=O)c1csnn1)C1CC1 (centres undefined),-1.0,-0.1,3,-1,-2,-3,2.6,1,2.7,-1
Cc1ccc(-n2[nH]c(C)c(C=Nc3ccc(Br)cn3)c2=O)cc1,0.3,1.2,8,-2,-2,-8,4.2,-12,3.8,.
Cc1ccc(-c2nnn(CC(=O)N3C(C)CCCC3C)n2)cc1 (centres undefined),3.4,-1.4,-15,7,7,15,1.8,.,-1.9,-3
O=S(=O)(c1cccc(Cl)c1)N1CCN(S(=O)(=O)c2ccc3c(c2)OCCO3)CC1,-0.3,0.9,8,-4,8,-8,5.1,.,0.8,-1
Cc1cccc(C(=O)NCC(C)NC(=O)c2cccc(C)c2)c1 (centres undefined),-0.6,-2.0,21,8,-1,-21,-0.7,-14,2.8,4
CCOc1ccc(NC(=O)CN(C)C(=O)c2ccccc2CCc2ccccc2)cc1OCC,0.8,-0.6,-94,9,0,94*,2.8,0,-1.8,-3
CC(=O)OC1c2ccccc2C(=O)N1Cc1ccccc1Cl (centres undefined),-0.9,0.3,16,3,-1,-16,1.0,.,1.5,.
COc1cccc(CC(=O)N2CCN(c3ccccc3[N+](=O)[O-])CC2)c1,-0.4,-1.3,-2,-5,-1,2,-1.2,-9,5.0,.
Cc1cccc(NC(=O)c2cccnc2Cl)n1,-2.6,3.3,6,-12,1,-6,0.1,16,4.4,1

# Following part
SMILES,CAL PDZ FP-1,E coli growth,SR-BI uptake up,Tat transport,Wnt act,SR-BI HDL uptake,AddAB inh,MITF act,phage Ecoli inh,CAL PDZ FP-2
Cc1csc(C(=O)NN)c1N(C)C,0.4,-1.8,-9,4,1,9,0.3,-1,1.0,2
Cc1ccc(C(=O)CNc2ccc(C)c(Cl)c2)cc1,-1.1,-1.7,16,17,.,-16,2.9,37,4.0,-1
Cc1cc(C(=O)N/N=C2\CC(=O)CC(C)(C)C2)n[nH]1,-3.2,-1.2,9,3,.,-9,2.7,-3,-0.3,-4
O=C(COc1ccc(Cl)cc1Cl)NC(=O)c1ccccc1,-0.8,0.8,10,-9,0,-10,-2.1,4,2.1,-2
CCOC(=O)c1c(NC(=O)CSc2nnc(-c3c[nH]c4ccccc34)n2CCOC)sc2c1CCCC2,0.3,-2.3,-12,4,-4,12,-0.8,.,4.2,-3
COc1ccc(C(=O)NNC(=O)CCc2nc3ccccc3c(=O)[nH]2)cc1,-3.4,2.4,-24,-7,-3,24,-0.1,2,2.3,-2
